TrxR1 substrate: qHTS Assay for Substrates of Mammalian Selenoprotein Thioredoxin Reductase 1 (TrxR1): qHTS. Thioredoxin reductase 1, cytoplasmic (Rattus norvegicus), O89049. purified TrxR1 substrate turnover, NADPH consumption readout. Potency, µM (highest dose often 114 µM), without a hit: at the top dose activity change, negative = substrate turnover. actives 0.01% (n = 390,000); further: potency means the concentration at half of the fitted maximal effect; on the % scale 0 is the no-effect control and ±100 the full control effect; nearly all actives have a fitted effect of over 50% in size
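Rat TrxR1, dispensed at 90 nM, was prereduced with 400 uM NADPH (final) for 5 min at ~22 deg C, then incubated with compound 15 min before 400 uM selenite. A first-read NADPH fluorescence drop versus no-compound background flagged substrates.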
Pin1 inhibitor: qHTS Assay to Find Inhibitors of Pin1. Pin1 FP peptide displacement, HiFluor488, 10 min. AID 504891, 2011. actives 0.009% (n = 390,000). Potency, µM (highest dose often 115 µM), for inactives: top-dose activity, negative = inhibition, most hits filed as inhibitors; active means well fitted inhibition curve with a large enough effect in the polarisation, with a control signal flat, not every such curve was filed as active; inconclusive means small, poorly fitted or top-dose-only effect, or effect the other way, or a change in a side signal; inactive means no such curve, though single readings can be large or run the other way; the % refers to the polarisation; further: potency means the concentration at half of the fitted maximal effect; on the % scale 0 is the no-effect control and ±100 the full control effect
Target sequence (Q13526 whole entry, looked up): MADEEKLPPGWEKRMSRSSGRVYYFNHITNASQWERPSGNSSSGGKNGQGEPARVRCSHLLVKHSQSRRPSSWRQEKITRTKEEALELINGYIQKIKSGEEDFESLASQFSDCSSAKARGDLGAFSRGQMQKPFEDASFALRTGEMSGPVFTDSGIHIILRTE
TrxR1 inh: qHTS Assay for Inhibitors of Mammalian Selenoprotein Thioredoxin Reductase 1 (TrxR1): qHTS; recombinant rTrxR1, NADPH fluorescence consumption, selenite substrate; actives 1% (n = 390,000); Thioredoxin reductase 1, cytoplasmic (Rattus norvegicus), O89049; Potency, µM (top dose mostly 114 µM), for inactives: top-dose activity change, negative = inhibition, most hits filed as inhibitors; further: potency means the concentration at half of the fitted maximal effect; on the % scale 0 is the no-effect control and ±100 the full control effect; nearly all actives have a fitted effect of over 65% in size
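Rat TrxR1 (90 nM in the dispensed reagent) was pre-reduced with 400 uM NADPH for 5 min at room temperature, then incubated with compound for 15 min. After 400 uM selenite was added, NADPH fluorescence (Ex 340/Em 450 nm) was followed for 8 min.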
USP1-UAF1 inh: Inhibitors of USP1/UAF1: Primary Screen. recombinant USP1/UAF1, Ub-Rhodamine cleavage fluorescence. AID 743255, 2014. actives 0.23% (n = 390,000). Potency, µM (titrated, usually from 57.1 µM), for inactives: at the top dose activity change, negative = inhibition, most hits filed as inhibitors. Ubiquitin carboxyl-terminal hydrolase 1 (Homo sapiens), O94782; further: potency means the concentration at half of the fitted maximal effect; on the % scale 0 is the no-effect control and ±100 the full control effect; nearly all actives have a fitted effect of over 60% in size; inactives centre near -12
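1 nM enzyme complex + cpd, 15 min RT; start with Ub-Rho 150nM final; kinetic fluorescence ex 480/em 540, 6 reads q60 s. Buffer 50mM HEPES pH 7.8, 0.5mM EDTA, 0.1 mg/ml BSA, 1mM TCEP, 0.01% Tween-20.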
TRHR PAM: qHTS for Small Molecule Agonists and Allosteric Enhancers of Human TRH Receptor: Primary Screen for Enhancers | TRHR cells, fluo-8 calcium fluorescence, EC20 TRH enhancement | enhancement, % at 2 µM | actives 0.66% (n = 360,000); in the data active means enhancement above about 30%; further: 0% is about no effect
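Enhancer read-out: after compound pinning and an initial kinetic agonist-mode read, an EC20 of TRH (10 nM final) was injected and fluo-8 calcium signal (Ex 480/Em 530) followed at 1 s/cycle for 100 cycles in TRHR-expressing cells.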
IDH1 R132H inh: qHTS for Inhibitors of mutant isocitrate dehydrogenase 1 (IDH1): qHTS; Potency, µM (series often up to 76.6 µM), inactives show at the highest dose activity change, negative = inhibition, usual class: inhibitors; IDH1-R132H enzyme, NADPH consumption, diaphorase/resazurin fluorescence; actives 0.093% (n = 390,000); Isocitrate dehydrogenase [NADP] cytoplasmic (Homo sapiens), O75874; further: potency means the concentration at half of the fitted maximal effect; on the % scale 0 is the no-effect control and ±100 the full control effect; nearly all actives have a fitted effect of over 65% in size
Target sequence (O75874 whole entry R132H, stated change not applied): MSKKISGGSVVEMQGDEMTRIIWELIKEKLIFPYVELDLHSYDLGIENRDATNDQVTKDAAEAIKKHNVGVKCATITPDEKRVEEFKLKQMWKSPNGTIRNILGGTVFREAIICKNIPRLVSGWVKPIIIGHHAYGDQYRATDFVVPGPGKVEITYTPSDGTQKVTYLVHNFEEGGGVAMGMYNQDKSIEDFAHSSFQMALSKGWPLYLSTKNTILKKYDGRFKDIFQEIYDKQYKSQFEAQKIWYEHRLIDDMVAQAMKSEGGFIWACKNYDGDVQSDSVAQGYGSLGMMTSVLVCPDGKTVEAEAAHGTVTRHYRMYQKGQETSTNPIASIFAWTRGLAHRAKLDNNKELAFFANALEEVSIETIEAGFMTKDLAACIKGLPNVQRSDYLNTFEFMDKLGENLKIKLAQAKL
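IDH1-R132H (0.5 ug/mL) preincubated 30 min with compound, then NADPH (0.016 mM) and alpha-KG (2 mM) added; 80 min at RT, pH 7.5. Remaining NADPH coupled via diaphorase/resazurin to fluorescence (540/590 nm); concentration-response curves normalized to no-enzyme control.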
D2 ag: HTS Assay for Allosteric Agonists of the Human D2 Dopamine Receptor: Primary Screen for Agonists | actives 0.53% (n = 340,000) | D(2) dopamine receptor (Homo sapiens), P14416 | AID 485358, 2010 | HEK293 T-REx D2 cells, calcium flux agonist mode | activation, % at 2 µM;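 active means activation over 3 SD above normal in the single-dose calcium agonist read, cut at about 30% in these data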; further: 0% is about no effect
Target sequence (P14416 whole entry, looked up): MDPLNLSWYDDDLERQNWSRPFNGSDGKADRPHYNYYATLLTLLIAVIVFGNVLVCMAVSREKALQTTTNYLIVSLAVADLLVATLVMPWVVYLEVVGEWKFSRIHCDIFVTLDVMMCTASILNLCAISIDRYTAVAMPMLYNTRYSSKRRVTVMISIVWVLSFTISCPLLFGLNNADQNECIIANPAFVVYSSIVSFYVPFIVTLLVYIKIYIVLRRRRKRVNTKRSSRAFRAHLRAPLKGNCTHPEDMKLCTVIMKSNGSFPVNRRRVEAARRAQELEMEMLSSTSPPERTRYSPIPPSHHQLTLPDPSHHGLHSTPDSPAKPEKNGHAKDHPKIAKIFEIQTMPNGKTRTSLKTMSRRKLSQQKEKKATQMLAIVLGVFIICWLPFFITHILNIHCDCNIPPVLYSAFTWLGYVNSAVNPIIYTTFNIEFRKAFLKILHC
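In this primary screen, compounds producing a positive calcium signal within 180 s of addition to tetracycline-induced, force-coupled HEK293 Trex D2 cells are flagged; cells are dye-loaded with a no-wash calcium kit beforehand.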
D2 antag: HTS Assay for Allosteric Antagonists of the Human D2 Dopamine Receptor: Primary Screen for Antagonists; inhibition, % at 10 µM; AID 485344, 2010; HEK293 TREx D2 cells, calcium flux, dopamine EC80; actives 2% (n = 340,000); in the data active means inhibition above about 30%; further: 0% is about no effect
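Tetracycline-induced HEK293 TREx cells expressing D2 receptor forced-coupled to calcium signalling, loaded with no-wash calcium dye. Compounds added and calcium flux read 180 s, then dopamine added at EC80 and read a further 180 s.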
TRHR agonist: qHTS for Small Molecule Agonists and Allosteric Enhancers of Human TRH Receptor: Primary Screen for Agonists. Thyrotropin-releasing hormone receptor (Homo sapiens), P34981. TRHR cells, calcium flux fluo-8, FDSS agonist mode. activation, % at 2 µM. actives 0.18% (n = 360,000). AID 493084, 2011; in the data active means activation above about 30%; further: 0% is about no effect
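Steps: seed TRHR cells overnight; add fluo-8 no-wash Ca dye, RT 30 min–1.5 h; record 10 s baseline; pin-transfer compounds; monitor fluorescence 1 cycle/s for the agonist window. Calcium increases flag candidate agonists.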
Active calls of the source: *; u = inconclusive; x = not tested or not shown; [ ] = remark or other dose. Unless noted, the call rests on the fitted dose curve; in most records, active means well fitted inhibition curve with a large enough effect; inconclusive means small, poorly fitted or top-dose-only effect; inactive means no such curve, though single readings can be large or run the other way. A portion of the library. The share of hits here may be higher or lower than overall.

The opening 5 entries, ahead of the listing:
item	SMILES	TrxR1 substrate	Pin1 inhibitor	TrxR1 inh	USP1-UAF1 inh	TRHR PAM	IDH1 R132H inh	D2 ag	D2 antag	TRHR agonist
1	Cc1cccc(C)c1Nc1nnc(SCC(=O)NCc2cccs2)s1	-8%	6%	-6%	-22%	2	-2%	-0.7	6	-1.0
2	CC(C)NC(=O)C1CC(=O)N(c2ccc(F)c(Cl)c2)C1 (stereo not drawn)	-2%	-4%	-5%	-6%	-1	3%	0.1	8	0.1
3	CCn1cnc2c1c(=O)n(CC(=O)Nc1ccc(C(N)=O)cc1)c(=O)n2Cc1ccccc1	3%	4%	24%	-17%	14	-1%	x	x	0.0
4	C=CCc1cccc(CNc2nc3ccccc3n2C(C)C)c1O	-4%	1%	-12%	-19%	-1	-3%	-0.8	3	-0.3
5	CC12CCC(C(=O)NC3CCCCC3)([C@H](Br)C1=O)C2(C)C (stereo partly drawn)	7%	0%	21%	-21%	-5	-1%	0.0	6	0.6

This part in full, from the start:
item	SMILES	TrxR1 substrate	Pin1 inhibitor	TrxR1 inh	USP1-UAF1 inh	TRHR PAM	IDH1 R132H inh	D2 ag	D2 antag	TRHR agonist
1	Cc1cccc(C)c1Nc1nnc(SCC(=O)NCc2cccs2)s1	-8%	6%	-6%	-22%	2	-2%	-0.7	6	-1.0
2	CC(C)NC(=O)C1CC(=O)N(c2ccc(F)c(Cl)c2)C1 (stereo not drawn)	-2%	-4%	-5%	-6%	-1	3%	0.1	8	0.1
3	CCn1cnc2c1c(=O)n(CC(=O)Nc1ccc(C(N)=O)cc1)c(=O)n2Cc1ccccc1	3%	4%	24%	-17%	14	-1%	x	x	0.0
4	C=CCc1cccc(CNc2nc3ccccc3n2C(C)C)c1O	-4%	1%	-12%	-19%	-1	-3%	-0.8	3	-0.3
5	CC12CCC(C(=O)NC3CCCCC3)([C@H](Br)C1=O)C2(C)C (stereo partly drawn)	7%	0%	21%	-21%	-5	-1%	0.0	6	0.6
6	CCN1C(=O)N[C@@H](CCc2ccccc2)C(C(=O)OC)=C1C	3%	-6%	9%	-16%	x	-4%	x	x	x
7	O=C(c1cc2ccccc2o1)N1CCCC1	-8%	0%	-11%	2%	-5	3%	x	x	-0.7
8	COc1ccc(CNC(=S)Nc2ccccc2)cc1Cl	-5%	2%	-13%	-1%	-3	-14%	-0.1	5	0.6
9	COC(=O)c1ccc(COC(=O)c2ccc(S(=O)(=O)N3CCC(C)CC3)cc2)o1	32%	40%[activator]	67%	-25%	-11	4%	-0.5	0	0.8
10	COc1ccc2ccc(OCC(=O)NCC3CCCO3)cc2c1 (stereo not drawn)	-3%	-3%	-3%	-6%	15	0%	0.2	-8	0.2
11	CCOc1ccc(/C(C)=N/NC(=O)Cn2nc([N+](=O)[O-])cc2C)cc1	9%[57.1 µM]	0%	11%[57.1 µM]	-19%	4	4%	1.4	-6	-1.1
12	CCc1ccccc1OCC(=O)Nc1cc(S(=O)(=O)N2CCOCC2)ccc1N1CCCCC1	3%[57.1 µM]	38%[activator]	20%[57.1 µM]	-25%	3	0%	0.1	-3	0.6
13	COc1ccc(-c2ccc3nnc(SCC(=O)NCC4CCCO4)n3n2)cc1 (stereo not drawn)	50%[activator]	-4%	-14%	-4%	-2	1%	0.0	-2	-0.6
14	Cc1nc(CN(C)Cc2nc(Cc3cccc(F)c3)no2)cs1	3%	-5%	20%	-2%	-2	-13%	x	x	-0.2
15	CCOC(=O)C1CCCN(C(=O)c2cc3c(=O)n(C)c4ccccc4c3s2)C1 (stereo not drawn)	14%	8%	5%	-22%	0	11%	-0.9	x	-1.3
16	CC(C)c1[nH]nc2c1C(c1cccnc1)C(C#N)=C(N)O2 (stereo not drawn)	8%	-3%	2%	-13%	-3	4%	0.0	0	0.7
17	Cc1nn(CC(=O)Nc2ccc(C(C)C)cc2)c(C)c1[N+](=O)[O-]	-4%	1%	12%	-20%	1	6%	-1.0	16	-0.1
18	O=C(c1cn(-c2ccccc2)nc1-c1cccnc1)N1CCN(S(=O)(=O)c2ccc(Cl)cc2)CC1	6%	-1%	12%	-4%	x	1%	x	x	x
19	CC(C)C(C)(C#N)NC(=O)CSc1nncn1-c1ccccc1 (stereo not drawn)	-22%[11.4 µM]	-1%	25%[11.4 µM]	0%	1	9%	2.2	-13	0.0
20	CCC(=O)NC(NC(=O)CC)C(Cl)Cl	1%	5%	7%	-1%	-3	-3%	0.3	0	0.1
21	O=C(O)C1CCCN(C(=O)NCc2ccccc2)C1 (stereo not drawn)	19%[57.1 µM]	-2%	9%[57.1 µM]	-12%	-1	-2%	1.1	19	0.1
22	O=C(N/N=C/c1ccco1)c1ccn[nH]1	1%[11.4 µM]	-2%	17%[11.4 µM]	-22%	4	-2%	-3.3	1	0.2
23	COc1ccc(C2CC(=O)Oc3ccc(OC)cc32)cc1 (stereo not drawn)	-8%	u	-9%	-32%	x	-8%	x	x	x
24	Cc1ccc(CNC(=O)c2cc3c(=O)n(Cc4ccco4)ccc3nc2C)cc1	7%[57.1 µM]	9%	-12%[57.1 µM]	-4%	4	42%[activator]	x	x	-0.1
25	O=C(N/N=C/c1ccc2c(c1)OCO2)c1cc(-c2ccncc2)nc2ccccc12	-11%	3%	-3%	-21%	4	2%	-1.2	-13	-0.5
26	CCOC(OCC)c1cc2ccccc2cn1	-1%	-4%	-10%	-28%	x	-4%[38.3 µM]	x	x	x
27	CCOC(=O)c1ccc(CN(Cc2ccc(OC)cc2)S(=O)(=O)c2cccc(C(F)(F)F)c2)cc1	3%[57.1 µM]	-3%	37%[57.1 µM]	-14%	-6	-3%	1.7	x	2.1
28	CCOc1ccc(S(=O)(=O)NCCCN2CCCC2=O)cc1	4%[57.1 µM]	0%	22%[57.1 µM]	-11%	-4	0%	-0.4	-16	-0.1
29	COc1ccccc1C(=O)N1CCCC(c2nc(-c3cc(OC)c(OC)c(OC)c3)no2)C1 (stereo not drawn)	-8%	0%	-2%	-13%	-7	-2%	0.8	8	-0.5
30	COC(=O)C1C(O)=CC(=O)CC1C (stereo not drawn)	12%	-10%	20%	-7%	6	9%	-0.4	x	-0.6
31	CC(C)N1C(=O)CCC1C(=O)NCc1cccs1 (stereo not drawn)	4%[57.1 µM]	-5%	6%[57.1 µM]	-14%	4	-15%	-0.2	-7	0.3
32	O=C(Nc1ccc(NC(=O)c2sc3ccccc3c2Cl)cc1Cl)c1ccco1	4%	18%	9%	-5%	-7	10%	0.7	15	3.0
33	COc1ccc(/C=N/N=C2\SCC(=O)N2c2c(C)n(C)n(-c3ccccc3)c2=O)cc1OC	-7%	-1%	-2%	-17%	4	2%	0.2	-13	0.6
34	CCOc1ccc(-n2c(SCC(=O)c3ccccc3)nc3c([nH]c4ccccc43)c2=O)cc1	8%[57.1 µM]	1%	21%[57.1 µM]	u	2	9%	-11	x	0.1
35	N=C1C(c2ccccc2)=C(O)CN1c1ccccc1N1CCOCC1	-4%	-16%	8%	-20%	2	-1%	-0.3	5	0.5
36	CCn1ncc(Br)c1C(=O)Nc1sc2c(c1C(=O)OC)CCC2	18%	9%	8%	u	x	4%	x	x	x
37	CCC(Oc1ccc(C)cc1)C(=O)Nc1ccc2c(c1)n(C)c(=O)n2C (stereo not drawn)	-4%[57.1 µM]	-10%	-4%[57.1 µM]	-13%	2	-1%	-1.0	-11	-2.1
38	COc1ccc(S(=O)(=O)Nc2cccc(/C=C/C(=O)O)c2)cc1	-7%	0%	-6%	-15%	14	9%	x	x	0.1
39	Clc1cccc(-c2nnc(SC/C=C/c3ccccc3)n2Cc2ccco2)c1	-5%	47%[activator]	u	-25%	-5	6%	1.5	-5	0.9
40	Cc1cccc(-c2cc3c(N=O)c4ccccc4c-3n[nH]2)c1	-3%	35%[activator]	17%[57.1 µM]	-7%	17	5%	6.4	-6	-0.5
41	CC1(NC(=O)N2CCOCC2)CCS(=O)(=O)C1 (stereo not drawn)	-7%	3%	15%	5%	4	1%	-0.2	19	0.4
42	COc1ccccc1C1C2=C(CC(C)(C)CC2=O)Nc2nnnn21 (stereo not drawn)	-5%	-2%	-7%	-6%	-3	2%	-0.4	15	1.4
43	Cc1cc(C)cc(OCC(=O)NCC2(N(C)C)CCCCC2)c1	-8%	0%	12%	u	-2	-3%	-0.8	x	1.1
44	CCN(C(=O)CN1C(=O)COc2ccc(S(=O)(=O)N3CCOCC3)cc21)c1cccc(C)c1	-1%	-8%	3%	-25%	15	2%	1.8	x	1.6
